Source: PubChem BioAssay
KB-V1 cytotox: kills drug-selected multidrug resistant KB-V1 cells; KB-V1 MDR cells viability, CellTiter-Glo, 72 h; Potency, µM (titrated, usually from 46.1 µM), inactives show top-dose activity change, negative = cytotoxicity, usual class: cytotoxic; 400,000 tested, 3.4% active; further: potency means the concentration at half of the fitted maximal effect; on the % scale 0 is the no-effect control and ±100 the full control effect; nearly all actives have a fitted effect of over 60% in size
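Cytotoxicity via CellTiter-Glo luminescence after 72 h compound exposure at 37 degrees C. Cells: drug-selected KB-V1 line, DMEM phenol-red free plus 10% FBS. Compounds tested at multiple concentrations; normalized data fitted to concentration-effect curves.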
PTHR1 ag: agonists of human PTHR1 parathyroid hormone receptor; Potency, µM (series often up to 115 µM), for inactives: at the top dose activation, most hits filed as activators; Q03431; AID 743266; 410,000 tested, 0.075% active; HEK293 GP2 PTHR1 cells, GloSensor cAMP luminescence, 1 h; further: potency means the concentration at half of the fitted maximal effect; nearly all actives have a fitted effect of over 55% in size; some results filed as inactive show a strong effect at the top dose; inactives centre near -15; many of its hits are not listed in these tables
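HEK-293-derived GP2 cells expressing PTHR1 and a GloSensor cAMP reporter, 3,000/well, plated overnight, given luciferin plus IBMX (each 0.5 mM as added) for 1 h at 37 °C, then compound for 1 h at 37 °C. Luminescence was read after 15 min at room temperature.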
DRD3 agonist: agonists of human D3 dopamine receptor; P35462; D3R DiscoveRx beta-arrestin cells, luminescence, 90 min; max activation, %; 410,000 tested, 0.58% active; in the data active means max activation above about 30%; further: 0% is about no effect; mostly tested at two doses, the higher about 12 µM
Target sequence (P35462 whole entry, looked up): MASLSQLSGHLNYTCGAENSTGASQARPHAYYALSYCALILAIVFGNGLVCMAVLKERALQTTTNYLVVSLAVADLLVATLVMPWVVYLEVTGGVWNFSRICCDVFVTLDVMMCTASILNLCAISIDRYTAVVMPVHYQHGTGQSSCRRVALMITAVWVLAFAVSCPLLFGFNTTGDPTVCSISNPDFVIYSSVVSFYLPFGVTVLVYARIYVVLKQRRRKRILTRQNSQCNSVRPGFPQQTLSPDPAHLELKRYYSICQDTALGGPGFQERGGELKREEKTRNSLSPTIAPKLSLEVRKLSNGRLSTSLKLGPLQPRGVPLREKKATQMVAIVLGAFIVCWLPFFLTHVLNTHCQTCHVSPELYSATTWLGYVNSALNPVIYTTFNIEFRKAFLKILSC
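Agonist mode: compounds and dopamine controls were applied to plated cells for 90 min at 37 degrees C after an overnight attachment at 1500 cells/well. Luminescent read-out followed 30 - 60 minutes at room temperature with DiscoveRx detection reagent.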
GLP1R cytotox: cytotoxic in the GLP-1 receptor inverse agonist counter-screen. HEK293 cAMP-luciferase reporter cells, luminescence, 24 h. Potency, µM (top dose mostly 38.3 µM), without a hit: top-dose activity change, negative = inhibition, usual class: inhibitors. 410,000 tested, 0.13% active. AID 624418;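 further: loss of luciferase light is scored as toxicity; potency means the concentration at half of the fitted maximal effect; on the % scale 0 is the no-effect control and ±100 the full control effect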
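To flag toxic compounds, the library was rerun on cells for 24 hr at 37 deg C and 5% CO2. Viability-linked luminescence was captured 12 min after adding luciferase detection reagent.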
GLP1R inv ag: inverse agonists of human GLP-1 receptor | 410,000 tested, 1.6% active | Potency, µM (series often up to 38.3 µM), inactives show at the highest dose activity change, negative = inhibition, most hits filed as inhibitors | HEK293 GLP-1R CRE-luciferase, luminescence, 24 h; GLP-1R form is constitutively active | P43220; further: potency means the concentration at half of the fitted maximal effect; on the % scale 0 is the no-effect control and ±100 the full control effect; nearly all actives have a fitted effect of over 55% in size
Target sequence (P43220 whole entry, looked up): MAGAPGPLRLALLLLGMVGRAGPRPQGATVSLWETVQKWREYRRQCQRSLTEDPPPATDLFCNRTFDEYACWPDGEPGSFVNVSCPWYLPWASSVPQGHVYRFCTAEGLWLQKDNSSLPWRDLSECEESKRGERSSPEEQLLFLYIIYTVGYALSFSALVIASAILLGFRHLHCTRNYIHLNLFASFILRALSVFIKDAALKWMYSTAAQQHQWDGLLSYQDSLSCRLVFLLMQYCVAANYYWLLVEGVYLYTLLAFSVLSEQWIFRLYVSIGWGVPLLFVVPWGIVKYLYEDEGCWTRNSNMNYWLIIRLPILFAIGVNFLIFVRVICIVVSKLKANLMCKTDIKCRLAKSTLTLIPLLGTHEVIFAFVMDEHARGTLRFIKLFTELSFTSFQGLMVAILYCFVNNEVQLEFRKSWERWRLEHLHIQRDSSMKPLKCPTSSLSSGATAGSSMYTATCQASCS
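Constitutively active GLP-1R drives a cAMP-responsive luciferase in stably transfected HEK293 cells; test compounds are added after overnight (12 h) attachment and left 24 hr, and signal loss in luminescence marks inhibition.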
GLP-1R agonist: activates the human GLP-1 receptor. HEK293 GLP-1R CRE-luciferase, luminescence, 4-6 h; cells express a hypersensitive GLP-1R form. Potency, µM (titrated, usually from 45.6 µM), for inactives: top-dose activation, most hits filed as activators. 380,000 tested, 0.007% active. AID 624172; further: potency means the concentration at half of the fitted maximal effect; % of control where 0% means no effect
aSyn yeast inh: inhibitors of alpha-synuclein toxicity in yeast | 370,000 tested, 0.14% active | Potency, µM (top dose mostly 46.1 µM), without a hit: at the top dose growth rescue (activation), usual class: activators | Yeast expressing alpha-synuclein, growth rescue, BacTiter-Glo, 24 h; further: potency means the concentration at half of the fitted maximal effect; % of control where 0% means no effect; nearly all actives have a fitted effect of over 65% in size
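Screening used galactose-induced yeast with toxic alpha-synuclein levels, exposed to compound for 24 hr at 30 deg C. Cell growth, read with BacTiter-Glo luminescence, gave the measured signal.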
D3 antag: blocks the human D3 dopamine receptor; 360,000 tested, 2.5% active; P35462; AID 652054; D3R cells, DiscoveRx beta-arrestin luminescence, antagonist mode; active compounds read low; max response, negative = inhibition, %; in the data active means max response below about -50%; inconclusive means no clear call, values can overlap the other calls; further: on the % scale 0 is the no-effect control and ±100 the full control effect; mostly tested at two doses, the higher about 12 µM
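Cells plated overnight at 1500 cells/well, then exposed to library compounds with dopamine controls for 90 minutes at 37 degrees C. DiscoveRx reagent added for 30–60 minutes at room temperature; luminescence read, quantitative HTS format.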
TDP43 rescue: inhibitors of TDP-43 toxicity in yeast; TDP-43 expressing yeast growth rescue, BacTiter-Glo, 24 h; Potency, µM (series often up to 46.1 µM), inactives show top-dose growth rescue (activation), most hits filed as activators; 410,000 tested, 1.8% active; further: potency means the concentration at half of the fitted maximal effect; % of control where 0% means no effect; nearly all actives have a fitted effect of over 50% in size
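Galactose-induced TDP-43 yeast, OD600=0.02, compound pinned; 24 hr, 30 deg C; BacTiter-Glo luminescence for growth. Inhibitors of TDP-43 toxicity read as activators.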
The depositor's hits bear a star; i = inactive; ? = inconclusive; / = no result given; [ ] = dose if it differs, or a comment. Unless noted, the call rests on the fitted dose curve; in most records, active means well fitted curve in the direction sought with a large enough effect; inconclusive means small, poorly fitted or top-dose-only effect, or another doubt; inactive means no such curve, though single readings can be large; an effect the other way counts as inactive or inconclusive. These rows are one share of the data. The share of hits here may be higher or lower than overall.

SMILES | KB-V1 cytotox | PTHR1 ag | DRD3 agonist | GLP1R cytotox | GLP1R inv ag | GLP-1R agonist | aSyn yeast inh | D3 antag | TDP43 rescue
CCOC(=O)c1ccc(NC(=O)C2=C(C)Nc3nc(CCCO)nn3C2c2cccc(C)c2)cc1 (stereo not given) | 24% | -23% | 4 | 4% | 7% | 0% | -1% | 12 | 14%
Cc1ccc2oc(=O)c3cc(C(=O)N4CCN(c5ccccc5F)CC4)sc3c2c1 | 0% | i | 0 | -29% | -16% | -2% | / | / | 3%
CCOC(=O)N1CCC(NC(=O)c2cc(C(=O)NCc3cccc(Cl)c3)ccc2CO)CC1 | 18% | -9%[57.5 µM] | 4 | 2% | -20% | 0% | -9% | 17 | -4%
Nc1cccc(/C=C/c2ccncc2)c1 | 2% | -10% | 2 | -22% | 23% | 12% | 2% | 9 | 6%
Cn1c(C(=O)OC(C(=O)NCC2CCCO2)c2cccnc2)cc2sccc21 (stereo not given) | -11% | -1% | 2 | -6% | 8% | 3% | -10% | -1 | -4%
COC(=O)C1(C(=O)OC)C/C=C\CCN(S(=O)(=O)c2ccccc2[N+](=O)[O-])CC1 | -1% | -52%[inhibitor] | 6 | 2% | 2% | -1% | 2% | 24 | ?
O=C(CN1C(=O)NC2(CCCCC2)C1=O)N1CCN(S(=O)(=O)c2cccc(F)c2)CC1 | 6% | i | 3 | -1% | -18% | -6% | 0% | 16 | -8%
CC(C)NC(=O)[C@H](CSCc1ccccc1)N1Cc2ccccc2C1=O | 7% | -53%[inhibitor] | 0 | 5% | ? | -11% | 5% | 21 | 15%
CCN(CC)CCC(c1cc(OC)c(OC)c(OC)c1)c1c(OC)cc(OC)c2ccc(=O)oc12 (stereo not given) | -6% | 15% | -41 | -15% | 24% | 7% | -5% | -12 | -2%
COc1cccc(-c2cc3nc4c(c(NCC(C)(C)CN(C)C)n3n2)CCCC4)c1 | ? | -30%[inhibitor] | 5 | ? | ? | 18% | -5% | 6 | -32%[inhibitor]
O=C(CNC(=O)c1cccs1)Nc1ccncc1 | 3% | -20% | -1 | 7% | 8% | 1% | -2% | -15 | 2%
NC(=O)CN(C/C=C/c1ccccc1)C/C=C/c1ccccc1 | 12% | i | -3 | 3% | -11% | -1% | -5% | 0 | 12%
O=C(NCC(=O)N(c1cccnc1)C(C(=O)NC1CCCC1)c1cccs1)c1cccs1 (stereo not given) | 5% | i | 0 | 5% | 17% | -3% | -1% | -5 | 10%
Cc1ccc2c(C)c(C(=O)N(Cc3ccccc3)C3CCS(=O)(=O)C3)oc2c1 (stereo not given) | ? | -9% | 20 | 3% | ? | 19% | 10% | -6 | 24%
Cc1cc(C)nc(NS(=O)(=O)c2ccc(NC(=O)c3ccc(N4C(=O)CCC4=O)cc3)cc2)n1 | -7% | i | -6 | 69%[activator] | 16% | 16% | -1% | -19 | 5%
NCCCC[C@@H](C(=O)N1CCNCC1)n1cc([C@@H](N)CO)nn1 | ? | i | 15 | 10% | 12% | -6% | -1% | 6 | -1%
Cc1c(NC(=O)C(C)OC(=O)CC2Sc3ccccc3NC2=O)c(=O)n(-c2ccccc2)n1C (stereo not given) | 12% | i | -4 | 4% | -2% | -3% | / | -7 | -12%
COc1ccc2nc(SCC(=O)NC(C)C)[nH]c2c1 | 0% | ? | 1 | 25% | 4% | 18% | 2% | 18 | 0%
COc1cccc(C(=O)N2CCN(C(=O)C3CCCO3)CC2)c1 (stereo not given) | 29% | i | -9 | -19% | -4% | 0% | -1% | 24 | 5%
CC1CN(C(=O)c2ccccc2Oc2ccccc2)CC(C)O1 (stereo not given) | -29% | 5% | -1 | -6% | -3% | 0% | -8% | -7 | -7%

Arranged by molecular weight (descending): some entries from above
SMILES | KB-V1 cytotox | PTHR1 ag | DRD3 agonist | GLP1R cytotox | GLP1R inv ag | GLP-1R agonist | aSyn yeast inh | D3 antag | TDP43 rescue
CCOC(=O)c1ccc(NC(=O)C2=C(C)Nc3nc(CCCO)nn3C2c2cccc(C)c2)cc1 (stereo not given) | 24% | -23% | 4 | 4% | 7% | 0% | -1% | 12 | 14%
CCOC(=O)N1CCC(NC(=O)c2cc(C(=O)NCc3cccc(Cl)c3)ccc2CO)CC1 | 18% | -9%[57.5 µM] | 4 | 2% | -20% | 0% | -9% | 17 | -4%
O=C(NCC(=O)N(c1cccnc1)C(C(=O)NC1CCCC1)c1cccs1)c1cccs1 (stereo not given) | 5% | i | 0 | 5% | 17% | -3% | -1% | -5 | 10%
O=C(CN1C(=O)NC2(CCCCC2)C1=O)N1CCN(S(=O)(=O)c2cccc(F)c2)CC1 | 6% | i | 3 | -1% | -18% | -6% | 0% | 16 | -8%
COC(=O)C1(C(=O)OC)C/C=C\CCN(S(=O)(=O)c2ccccc2[N+](=O)[O-])CC1 | -1% | -52%[inhibitor] | 6 | 2% | 2% | -1% | 2% | 24 | ?
Cn1c(C(=O)OC(C(=O)NCC2CCCO2)c2cccnc2)cc2sccc21 (stereo not given) | -11% | -1% | 2 | -6% | 8% | 3% | -10% | -1 | -4%
CC(C)NC(=O)[C@H](CSCc1ccccc1)N1Cc2ccccc2C1=O | 7% | -53%[inhibitor] | 0 | 5% | ? | -11% | 5% | 21 | 15%
O=C(CNC(=O)c1cccs1)Nc1ccncc1 | 3% | -20% | -1 | 7% | 8% | 1% | -2% | -15 | 2%

More records follow:
SMILES | KB-V1 cytotox | PTHR1 ag | DRD3 agonist | GLP1R cytotox | GLP1R inv ag | GLP-1R agonist | aSyn yeast inh | D3 antag | TDP43 rescue
Cc1cccc(OCC(=O)NCC(=O)N/N=C/c2ccc(O)cc2O)c1 | ? | i | -13 | -27% | ? | -1% | -5% | -1 | -4%
Cc1cccc(NC(=S)N2CCC(N(C)CC3CCCO3)CC2)c1 (stereo not given) | -23% | -21% | 14 | -9% | ? | 13% | 7% | 12 | -3%
CCC(=O)NC(O)C(=O)c1ccc(C)cc1 (stereo not given) | -9% | i | 0 | 7% | 0% | 1% | 0% | -1 | -13%
CCC(=O)Nc1sc(C(=O)Nc2ccccc2)c(C)c1C(=O)OC | -14% | -10% | 1 | 1% | 31%[activator] | 11% | 7% | 31 | -6%
c1ccc2c(c1)nc(NCC1CCCO1)c1nnnn12 (stereo not given) | 3% | -56%[inhibitor] | -1 | -17% | 39%[activator] | 15% | 3% | 8 | ?
Cc1noc(C)c1S(=O)(=O)N1CCN(c2ccc(Cl)cc2)CC1 | 3% | -17% | 5 | -11% | 19% | -2% | 1% | -10 | 21%
CC(C)(c1ccc(O)c([N+](=O)[O-])c1)c1ccc(O)c([N+](=O)[O-])c1 | 24% | -8% | -14 | -33% | -42% | 8% | 1% | -24 | -20%
O=C(OCc1nnc(-c2ccccc2)o1)c1ccc(S(=O)(=O)NCc2ccco2)cc1 | 13% | i | -5 | 7% | 9% | 5% | -3% | -78* | -11%
COc1ccc(C2/C=C\CN(C(=O)NC34CC5CC(CC(C5)C3)C4)CC(=O)N2Cc2ccc(F)cc2)cc1 (stereo not given) | 19% | ? | -3 | 3% | ? | -1% | ? | -17 | -30%[inhibitor]
COc1cc(NS(=O)(=O)c2ccc(C)cc2)c2c(c1N)C(=O)c1ccccc1C2=O | -19% | i | -9 | -17% | 30% | -3% | -1% | 0 | ?
Cc1c(NS(=O)(=O)c2cccc(C(=O)NCc3cccc(Cl)c3)c2)c(=O)n(-c2ccccc2)n1C | ? | i | 12 | -24% | -19% | 0% | -3% | 1 | 12%
CC(=O)c1ccc(NC(=O)CN2CCC(C(=O)c3ccc(F)cc3)CC2)cc1 | ? | -49%[inhibitor] | -16 | -15% | -22% | 2% | 2% | ? | 3%
CCC(c1ccccc1)c1nc(-c2cccnc2)no1 (stereo not given) | -1% | i | 3 | 7% | ? | 12% | -3% | 32 | ?
O=C(NCCc1ccccc1)c1ccc(NC(=O)C2CCCC2)cc1 | 0% | i | -6 | -5% | 3% | 5% | -3% | -17 | 3%
CCCC(=O)NC(=S)Nc1cccc(Cl)c1N1CCCCC1 | 18µM* | 2%[57.5 µM] | -16 | ? | 0% | -12% | -23% | -19 | 27%
CCc1ccccc1NC(=O)C1=CC(c2cccs2)=NS(=O)(=O)N1C | 0% | -10% | -10 | -4% | -19% | 9% | -4% | -1 | 0%
O=C(c1ccco1)N1CCN(Cc2nnc(-c3ccccc3)o2)CC1 | -26% | i | 29 | -6% | 21% | -6% | -1% | 15 | -2%
CC(C)(C)C1CCc2oc3ccc(NS(=O)(=O)c4cc(Cl)ccc4Cl)cc3c2C1 (stereo not given) | / | i | 1 | -1% | -5% | / | / | / | 6%
Cc1cc(C)c(C#N)c(SCS(=O)Cc2ccccc2)n1 (stereo not given) | -16% | 0% | 2 | 0% | 59%[activator] | 19% | ? | 5 | -9%
COc1ccc(S(=O)(=O)N2CCOCC2)cc1NC(=O)CN1C(=O)NC(C)(C2CC2)C1=O (stereo not given) | -5% | -16% | -3 | -17% | 2% | -1% | -3% | -8 | 26%
CCCN(CCC)C(=O)c1c[nH]c2ccc(S(=O)(=O)Nc3cc(C)cc(C)c3)cc2c1=O | ? | 19% | 2 | -11% | ? | / | / | / | 18%
Cc1ccc(CNC(=O)CCCn2c(=O)c3ccccc3n(CC(=O)Nc3ccc(C)cc3)c2=O)cc1 | 0% | i | 6 | -6% | -5% | 0% | / | / | 4%
COc1ccc(S(=O)(=O)N2CCN(Cc3ccc4c(c3)OCO4)CC2)c2ccccc12 | 24% | i | 3 | 12% | 5% | 0% | 0% | 12 | 5%
CC(NC(=O)Nc1ccccc1C(F)(F)F)C1CCCO1 (stereo not given) | -22% | ? | -7 | 2% | 7% | -1% | -3% | -18 | -16%
